# tim10-1 inh: tim10-1 yeast growth inhibition. inhibition, % at 20 µM. S. cerevisiae tim10-1 ts strain growth, BacTiter-Glo, 24 h. hit rate 2.2% among 330,000;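 active = inhibition of at least 40%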;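 note: mutant grown at 25 °C; 0% = DMSO wells with yeast and 100% = wells holding no yeast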
# tim23-1 inh: growth inhibitors of tim23-1 mutant yeast. S. cerevisiae tim23-1 growth, BacTiter-Glo luminescence, 24 h. inhibition, % at 20 µM. hit rate 1.3% among 330,000;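 active = growth inhibition of the mutant yeast at or above 50%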;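 note: temperature-sensitive mutant grown at 25 °C; plate controls were DMSO-treated mutant yeast for no effect and medium wells lacking yeast for full effect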
# APJ agonist: activates the human apelin receptor APJ; P35414; CHO-K1 APJ PathHunter beta-arrestin, luminescence; 0% DMSO wells, 100% apelin; activation, % at 20 µM; hit rate 0.11% among 330,000; AID 2520;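 active = activation more than six SD over the plate average, tested at 20 µM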;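 note: 0% = DMSO alone and 100% = apelin-13 at 10 nM; some results filed as inactive read as strong as hits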
# Target sequence (P35414 whole entry, looked up): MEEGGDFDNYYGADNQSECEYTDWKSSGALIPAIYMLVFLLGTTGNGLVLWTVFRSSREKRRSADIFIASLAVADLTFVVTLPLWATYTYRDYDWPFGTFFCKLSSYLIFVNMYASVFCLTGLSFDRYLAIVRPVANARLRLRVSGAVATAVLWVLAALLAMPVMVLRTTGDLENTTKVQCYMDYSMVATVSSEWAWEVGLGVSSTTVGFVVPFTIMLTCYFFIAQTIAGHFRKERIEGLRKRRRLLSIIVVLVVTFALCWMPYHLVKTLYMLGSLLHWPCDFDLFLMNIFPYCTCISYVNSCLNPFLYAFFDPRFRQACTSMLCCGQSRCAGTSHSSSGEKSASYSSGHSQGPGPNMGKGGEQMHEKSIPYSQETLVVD
#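 Test system: CHO-K1 APJ beta-arrestin complementation cell line. Amount: cell density 1000 per well. Controls: DMSO negative, 10 nM Apelin-13 positive. Signal: luminescent beta-gal fragment complementation, chemiluminescent substrate. Read-out basis: agonist-driven arrestin binding to APJ. Timing: compound stimulation 90 min at 25 °C, detection 60 min.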
# NLRP3 yeast inh: NALP3 inhibition in yeast; hit rate 0.39% among 330,000; AID 2825; Yeast reconstituted NLRP3/ASC/caspase-1, beta-gal luminescence, 24 h; inhibition, % at 10 µM;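 active = inhibition of 50% or more; inactive = inhibition below 50%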;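 note: plate controls were induced DMSO wells for no effect and uninduced yeast grown without galactose for full effect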
# TIM10 inh: growth inhibitors of TIM10 yeast strain; S. cerevisiae TIM10 strain growth, BacTiter-Glo luminescence, 24 h; inhibition, % at 10 µM; hit rate 1.4% among 330,000; AID 463195;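 active = inhibition of 40% or more at the single tested concentration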;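 note: wild-type TIM10 isogenic control strain grown at permissive 25 °C; 0% = DMSO yeast wells and 100% = minimal medium wells without yeast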
# GRIN3A LBD mod: modulates the human NR3A ligand-binding domain | NR3A LBD differential scanning fluorimetry, Tm shift; 0% = protein alone, 100% = glycine-bound protein | Tm shift relative to glycine control, % at 25 µM | hit rate 2.5% among 340,000 | AID 1259313;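 active = melting temperature shift of at least 10% of the positive control shift, at one fixed dose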
# UPR XBP1 act: activators of adaptive arm of unfolded protein response (XBP1); hit rate 0.33% among 330,000; activation, % at 20 µM; CHO-XBP1 luciferase reporter, IRE1-XBP1 UPR activation, luminescence; percent of tunicamycin response, DMSO as zero;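 active = versus positive control, 20 µM dose yields 30% or more activation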;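 note: 100% = tunicamycin at 10 µg/mL and 0% = DMSO only wells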
#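 Assay system: IRE1-XBP1 luciferase reporter CHO line. Input: 1000 cells/well. Buffer or medium: F12 with 10% serum. Doses: 20 µM, 1% DMSO. Times: overnight seeding at 37 °C, 6 h compound treatment at 37 °C. Technique: Steady-Glo luciferase glow luminescence, 10 min after reagent addition.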
# CHOP UPR activ: activators of apoptotic arm of unfolded protein response (CHOP); AID 449763; CHO-CHOP luciferase reporter, UPR activation, luminescence; percent of tunicamycin response over DMSO baseline; activation, % at 10 µM; hit rate 0.34% among 330,000;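 active = at 10 µM dose, activation of 40% or more, normalized to positive control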;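 note: 100% = tunicamycin at 10 µg/mL and 0% = DMSO alone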
#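 Assay system: CHO-CHOP cells, stable luciferase reporter of PERK-eIF2a-CHOP signalling / Buffer or medium: F12 plus 10% serum / Compound dosing: one dose, 10 µM in 0.5% DMSO / Times: 6 h compound treatment, 37 °C / Technique: luciferase luminescence / Read-out: % reporter activation, DMSO baseline versus tunicamycin full activation / Benchmarks: tunicamycin and DMSO controls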
# Mdm2 MdmX PPI: human Mdm2/MdmX binding inhibition; hit rate 3% among 330,000; inhibition, % at 8 µM; SaOS-2 split-luciferase Mdm2/MdmX complementation, luminescence; AID 485346;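 active = inhibition of at least 50% at 8 µM in the primary screen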
# Numbers without * were called inactive; . = no result given.
cpd	molecule	NLRP3 yeast inh	Mdm2 MdmX PPI	UPR XBP1 act	CHOP UPR activ	TIM10 inh
1	NC(=O)c1cc2ccccc2o/c1=N/NC(=O)c1cccc(Cl)c1	5	10	0	2.6	-7
2	O=C(NCCNc1ccc([N+](=O)[O-])cc1C(F)(F)F)c1cccc(F)c1	24	-12	-2	-1.2	7
3	O=C(Nc1ccc(S(=O)(=O)N2CCOCC2)cc1)c1ccc(S(=O)(=O)N2CCOCC2)cc1	3	3	1	0.4	10
4	Cc1ccc(CN2CCSc3ccc(C(=O)NCc4cccnc4)cc32)cc1	9	12	6	0.1	27
5	CCCNC(=O)[C@@H]1CCCN1C(=O)C1CCN(S(=O)(=O)c2ccc(C)cc2)CC1	-3	-4	-4	3.2	8
6	CCOc1ccc(CN(C)CC(=O)NNC(=O)c2ccc(Cl)cc2)cc1OC	6	-29	-1	1.2	2
7	C[C@H](NC(=O)c1[nH]cnc1C(=O)Nc1ccc(CNC(=O)OC(C)(C)C)cc1)C(=O)OC(C)(C)C	3	30	2	2.7	15
8	CCn1c(SCC(=O)Nc2ccccc2N2CCCCC2)nc2c1c(=O)n(C)c(=O)n2C	18	7	-3	0.1	14
9	Cc1ccn2cc(CCNC(=O)CC3CCCCC3)nc2c1	18	-13	-2	-1.3	4
10	CCCCCCc1ccc(N2C[C@H](Cc3ccccc3)[C@@H](CC(=O)NCc3ccc(OC)cc3)C2=O)cc1	11	37	0	1.7	-2
11	CCOc1ccc(NC(=O)CCNS(=O)(=O)c2ccc(Br)s2)cc1	2	18	-3	-0.3	-7
12	CCN(CC)C(=S)SCC(=O)Nc1nc(=O)c2ccccc2s1	10	7	2	3.0	11
13	Clc1ccccc1C1SCC2Nc3ccccc3CN21 (stereo not given)	5	-19	2	5.4	19
14	Cc1cccn2c(=O)c(C=O)c(N3CCSCC3)nc12	5	7	-2	1.1	13
15	COc1ccc(NS(=O)(=O)c2cc(NC(=O)c3ccc(C)s3)ccc2N2CCOCC2)cc1	11	39	-1	-2.2	11

cpd	APJ agonist	tim10-1 inh	tim23-1 inh	GRIN3A LBD mod
1	-1	-19	-15	-1
2	-3	24	32	-1
3	-4	-15	-2	-5
4	-3	29	29	2
5	1	-7	-4	0
6	-3	0	7	4
7	2	7	10	-10
8	-1	29	20	-23
9	1	16	21	-27
10	4	-6	-12	-5
11	-6	-17	-9	3
12	-1	18	3	2
13	-2	18	17	-3
14	4	17	24	2
15	-7	2	14	-3

# From compound 1 up to 3, as listed above:
cpd	molecule	NLRP3 yeast inh	Mdm2 MdmX PPI	UPR XBP1 act	CHOP UPR activ	TIM10 inh
1	NC(=O)c1cc2ccccc2o/c1=N/NC(=O)c1cccc(Cl)c1	5	10	0	2.6	-7
2	O=C(NCCNc1ccc([N+](=O)[O-])cc1C(F)(F)F)c1cccc(F)c1	24	-12	-2	-1.2	7
3	O=C(Nc1ccc(S(=O)(=O)N2CCOCC2)cc1)c1ccc(S(=O)(=O)N2CCOCC2)cc1	3	3	1	0.4	10

cpd	APJ agonist	tim10-1 inh	tim23-1 inh	GRIN3A LBD mod
1	-1	-19	-15	-1
2	-3	24	32	-1
3	-4	-15	-2	-5

# In the list so far, four have two or more sulfur atoms.
cpd	molecule	NLRP3 yeast inh	Mdm2 MdmX PPI	UPR XBP1 act	CHOP UPR activ	TIM10 inh
3	O=C(Nc1ccc(S(=O)(=O)N2CCOCC2)cc1)c1ccc(S(=O)(=O)N2CCOCC2)cc1	3	3	1	0.4	10
11	CCOc1ccc(NC(=O)CCNS(=O)(=O)c2ccc(Br)s2)cc1	2	18	-3	-0.3	-7
12	CCN(CC)C(=S)SCC(=O)Nc1nc(=O)c2ccccc2s1	10	7	2	3.0	11
15	COc1ccc(NS(=O)(=O)c2cc(NC(=O)c3ccc(C)s3)ccc2N2CCOCC2)cc1	11	39	-1	-2.2	11

cpd	APJ agonist	tim10-1 inh	tim23-1 inh	GRIN3A LBD mod
3	-4	-15	-2	-5
11	-6	-17	-9	3
12	-1	18	3	2
15	-7	2	14	-3

# Further compounds follow.
cpd	molecule	NLRP3 yeast inh	Mdm2 MdmX PPI	UPR XBP1 act	CHOP UPR activ	TIM10 inh
16	CC1(C)Cc2c(C#N)c(N)sc(=S)c2CS1	9	8	-1	0.9	13
17	COc1ccc(Cc2noc(CN(C)CC3CCN(Cc4ccccc4)CC3)n2)cc1OC	10	0	-2	-1.3	-15
18	Cn1cnc2cc(NCc3ccccc3Cl)ccc21	25	16	2	0.9	-1
19	CCCn1c(SCC(=O)Nc2c(C)cccc2CC)nnc1C(C)C	9	-2	0	-1.8	-2
20	CC1=C(C(=O)OCC(C)C)C2(O)C(=O)c3ccccc3C2(O)N1 (stereo not given)	5	4	6	-1.2	-35
21	CCN(CC(=O)NC1CCCC1)S(=O)(=O)c1ccc(Br)cc1	8	-19	-4	-0.6	-8
22	Cc1ccc(S(=O)(=O)NNC(=O)c2ccc(O)cc2)cc1	6	-1	2	0.0	-5
23	COCCNC(=O)C1(C)C=CC2(CCCCC2)N1C(=O)c1ccccc1 (stereo not given)	11	3	1	-1.7	12
24	CCCCNC(=O)Cc1c(O)c2ccccc2[nH]c1=O	1	18	4	-2.4	5
25	O=C(NCC(=O)N1CCCC(C(F)(F)F)C1)c1ccc2ccccc2c1 (stereo not given)	3	-12	3	1.1	8
26	Cc1ccc(S(=O)(=O)NCC(C)NS(=O)(=O)c2ccc(C)cc2)cc1 (stereo not given)	1	15	-2	1.4	12
27	O=C(Cc1ccc([N+](=O)[O-])cc1)NCc1ccc2c(c1)OCO2	5	5	2	1.2	-3
28	CCCc1cc(=O)n2[nH]cc(-c3ccc(Cl)cc3)c2n1	15	55*	-4	4.1	3
29	CC(=O)NC1CC2CCC(C1)N2Cc1ccc(C)cc1 (stereo not given)	6	-4	-2	0.8	-12
30	COc1ccc(N(CC(=O)NCc2cccs2)S(=O)(=O)c2c(C)n[nH]c2C)cc1	1	-10	2	-2.9	11

cpd	APJ agonist	tim10-1 inh	tim23-1 inh	GRIN3A LBD mod
16	-2	19	6	-5
17	-3	6	17	3
18	-1	20	8	1
19	-3	8	-7	-3
20	0	5	3	1
21	-2	2	2	11*
22	1	8	13	-1
23	-4	-4	8	-4
24	-1	-6	-1	0
25	5	14	23	0
26	-2	16	8	1
27	-1	8	5	0
28	-2	-10	3	-1
29	1	-4	4	0
30	-5	5	7	0

# Further compounds:
cpd	molecule	NLRP3 yeast inh	Mdm2 MdmX PPI	UPR XBP1 act	CHOP UPR activ	TIM10 inh
31	Cc1cccc(NC(=S)NCCN2CCOCC2)c1	22	24	-1	-0.6	0
32	COC(=O)[C@@H](Cc1ccccc1)N(Cc1ccccc1)S(=O)(=O)N(Cc1ccccc1)[C@H](Cc1ccccc1)C(=O)OC	-5	34	-3	7.8	-2
33	COc1ccc(NS(=O)(=O)c2cc(NC(=O)/C=C/c3cc(OC)c(OC)c(OC)c3)ccc2N2CCCCC2)cc1	16	26	-3	-1.0	-1
34	CC(NC(=O)c1ccccc1)C(=O)N/N=C/c1ccc(O)cc1 (stereo not given)	-1	19	0	-1.7	1
35	COc1cc2nc(COc3ccccc3[N+](=O)[O-])oc(=O)c2cc1OC	7	16	-1	-0.6	3
36	CCC(O)(CC)C(=O)NN(C(=O)Nc1csc2c1CCCC2)c1ccccc1	10	19	-1	-0.4	-1
37	Cc1cc(C(N)=O)c2cc(Br)ccc2n1	5	-5	-2	-1.0	-24
38	O=C(Nc1ccccc1N1CCCC1)c1cccc(-c2cc3ccccc3oc2=O)c1	4	-6	1	5.5	4
39	O=C(Nc1nnc(-c2ccncc2)o1)c1ccccc1F	17	13	0	0.7	-5
40	CN(C)C(=O)c1ccc(NC(=O)COC(=O)C2=COCCO2)cc1	11	4	0	2.3	9
41	N#Cc1c(C(F)(F)F)cc(-c2ccccc2Cl)[nH]c1=O	7	12	0	-1.6	1
42	COC(=O)c1ccc(NC(=S)NN2CCOCC2)cc1	23	7	1	1.0	7
43	Cc1sc2ncnc(N3CCC(C(=O)Nc4ccc(S(N)(=O)=O)cc4)CC3)c2c1C	19	61*	-3	-1.3	2
44	CC1CN(C(=O)Nc2cccc(Cl)c2)C2(CCCCCC2)O1 (stereo not given)	7	-9	-3	0.9	22
45	COCCn1c(SCC(=O)NC2CC2)nnc1-c1ccc(Cl)cc1	23	10	-4	-2.9	-10

cpd	APJ agonist	tim10-1 inh	tim23-1 inh	GRIN3A LBD mod
31	-2	3	15	-1
32	-3	6	-3	-4
33	-1	17	17	8
34	-2	15	3	0
35	-1	24	20	-2
36	-3	-11	1	-3
37	0	-3	-11	13*
38	-2	-3	-5	-2
39	-4	-6	8	1
40	6	-19	3	1
41	-2	13	18	-7
42	-3	-10	3	-1
43	-2	-3	8	-7
44	-3	26	40	-2
45	-1	-5	-3	-2

# New compounds follow
cpd	molecule	NLRP3 yeast inh	Mdm2 MdmX PPI	UPR XBP1 act	CHOP UPR activ	TIM10 inh
46	O=C(O)c1cn(Cc2ccccc2)c2ccc(Cl)cc2c1=O	14	3	2	-0.8	9
47	COc1ccccc1Nc1nc2ccccc2n2cnnc12	15	-6	5	-0.7	18
48	CCC(=O)N(C1=C(NC)C(=O)c2ccccc2C1=O)C(C)C	38	-30	1	-0.2	20
49	COc1ccc(OC)c(N(CC(=O)NCC2CCCO2)S(=O)(=O)c2ccccc2)c1 (stereo not given)	-5	8	-4	1.3	3
50	CC(=O)Nc1ccc(S(=O)(=O)NC2(C(F)(F)F)C(=O)Nc3c2c(=O)n(C)c(=O)n3C)cc1 (stereo not given)	8	11	-2	-0.8	-8
51	CCOC(=O)C1CCN(C(=O)Cc2ccc(OC)c(OC)c2)CC1	9	-3	-2	-3.0	-2
52	C=CCNC(=O)c1cc2c(=O)n3cccc(C)c3nc2s1	10	5	4	4.0	0
53	CS(=O)(=O)Nc1cccc(C2=NN(S(C)(=O)=O)C(c3ccccc3)C2)c1 (stereo not given)	17	8	0	1.8	-13
54	COCCNC(=O)CN(Cc1ccccc1)S(=O)(=O)c1ccc2nc(C)sc2c1	5	-7	-3	0.5	12
55	COc1cccc(COCC(O)Cn2cnc3cc(C)c(C)cc32)c1 (stereo not given)	3	0	-2	1.1	-6
56	Cc1cc(C)cc(C(=O)NC(CC(N)=O)c2ccc(N3CCN(c4ccccc4)CC3)c([N+](=O)[O-])c2)c1 (stereo not given)	8	10	1	-0.9	49*
57	Cc1nc(NC(=O)c2ccccc2)sc1-c1csc(Nc2ccc(Cl)cc2)n1	23	-39	-1	1.4	-8

cpd	APJ agonist	tim10-1 inh	tim23-1 inh	GRIN3A LBD mod
46	0	18	24	2
47	1	9	44	-1
48	4	21	34	-1
49	-4	19	19	-1
50	-3	3	0	-2
51	-3	11	20	0
52	-3	10	-1	-4
53	-2	2	17	0
54	-4	2	21	2
55	-3	12	8	0
56	5	-1	6	-7
57	4	14	18	.

# This is a random part of the collection. About 8.2% of those tested had a hit in this group.
